# FAS TE block = FAS thioesterase domain inhibitors, primary screen, biochemical, fluorescence intensity, uHTS | inhibition, % at 15 µM | AID 602261, 2012 | 360,000 tested, 0.67% active | recombinant FAS-TE, OMFH fluorogenic substrate, fluorescence endpoint | Fatty acid synthase (Homo sapiens), P49327;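 active = compounds whose normalised, plate-corrected inhibition of enzyme fluorescence in the single-dose primary screen is 50% or more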;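 note: 0% = DMSO with enzyme and 100% = substrate without enzyme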
# Neddyl block = inhibitors of cullin neddylation, primary screen, biochemical, TR-FRET, uHTS, NAE and Ubc12. NEDD8-conjugating enzyme Ubc12 (Homo sapiens) + NEDD8-activating enzyme E1 regulatory …. calls only at 25 µM. AID 651699, 2012. 360,000 tested, 0.58% active; in the data active = inhibition above about 36%
# PABP1 MLLE inh = inhibitors of PABP1 MLLE–PAM2 peptide binding, primary screen, biochemical, fluorescence polarization, FITC-PAM2, GST-MLLE; Polyadenylate-binding protein 1 (Homo sapiens), P11940; inhibition, % at 20 µM; 360,000 tested, 0.36% active; in the data active = inhibition above about 35%, passing the limit was not always enough;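 note: plate controls were DMSO wells with GST-MLLE for no effect and wells lacking GST-MLLE protein for full effect; some results filed as inactive read as strong as hits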
# CSN inh = inhibitors of CSN-mediated cullin deneddylation, primary screen, biochemical, fluorescence polarization, uHTS; COP9 signalosome complex subunit 5 (Homo sapiens), Q92905; Purified CSN, SCF-Nedd8-OG deneddylation; inhibition, % at 12.5 µM; 360,000 tested, 0.38% active; AID 651999, 2013;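 active = pattern-corrected inhibition above about 35%, with an unprinted fluorescence ratio check between 0.5 and 1.5, limit read from the data, passing the limit was not always enough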;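 note: 0% = enzyme with substrate and 100% = substrate without enzyme; some results filed as inactive read as strong as hits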
#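 Assay system: Purified human Csn5 enzyme expressed in HEK293T cells | Amount: Enzyme 0.24 nM | Measured by: Fluorescence polarization readout | Medium: Tris/NaCl/DTT buffer, pH 7.5 | Compound dosing: One concentration, 12.5 µM, 0.25% DMSO | Times: 90 min incubation of compound, enzyme and substrate at room temperature | Control set: no-enzyme wells high, enzyme-with-substrate wells low | Read-out: % inhibition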
# Rin1-Abl PPI inh = inhibitors of Rin1-Abl protein binding, primary screen, biochemical, TR-FRET; Tyrosine-protein kinase ABL1 (Homo sapiens) + Ras and Rab interactor 1 (Homo sapiens), …; inhibition, % at 7.35 µM; 360,000 tested, 0.4% active; AID 588664, 2011; in the data active = inhibition above about 5%, passing the limit was not always enough
# SKN-1 inh = suppressors of acrylamide-induced Pgst-4::GFP reporter in worms, primary screen, SKN-1 inhibitor project, whole organism, uHTS, GFP/RFP fluorescence ratio, strain VP596; C. elegans VP596 Pgst-4::GFP/RFP ratio, 24 h; inhibition, % at 21.8 µM; 360,000 tested, 0.49% active; AID 624304, 2012;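 active = interference check ratio from 0.5 to 1.5 plus GFP to RFP signal ratio inhibition reaching or exceeding a fixed threshold, cut at about 30% in these data, passing the limit was not always enough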; note: some compounds called inactive have numbers as strong as hits
# NadD inh = inhibitors of S. aureus NadD, primary screen, biochemical, colorimetric, uHTS; Nicotinate-nucleotide adenylyltransferase NadD (Staphylococcus aureus N315); purified NadD enzyme, colorimetric absorbance read-out; inhibition, % at 20 µM; 360,000 tested, 0.78% active; in the data active = inhibition above about 26%; note: some compounds past the cut are filed as inactive
# Rpn11 inh = Rpn11 (PSMD14) deubiquitinase inhibitors, primary screen, biochemical, fluorescence polarization, uHTS; 26S proteasome non-ATPase regulatory subunit 14 (Homo sapiens), O00487; human 26S proteasome, Ub4-pepOG fluorescence polarization; 20S core pre-blocked with epoxomicin; calls only at 20 µM; 360,000 tested, 0.59% active; AID 588493, 2011;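 active = inhibition at 20 µM, scaled to each plate's controls, above about 33%, limit read from the data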
# MT1-MMP act inh = blockers of MT1-MMP proenzyme processing, primary screen, HT1080 RFP-PRO-GFP cells, GFP/RFP fluorescence | GFP/RFP ratio fluorescence, overnight; percent of plate control window, DMSO zero | GFP/RFP ratio change, % at 20 µM | 360,000 tested, 0.061% active | AID 651647, 2012;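 active = GFP/RFP ratio change of at least 30% with cell ATP level not reduced by more than half and red fluorescence within 50% of control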; note: strong numbers were not always called active
#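 Test system: HT1080 cells expressing an RFP-PRO-GFP fluorescent reporter construct / Compound dosing: single-point 20 µM compound, 1% DMSO / Schedule: cells overnight before dosing, compound overnight, 37 °C, 5% CO2 / Evaluation: GFP/RFP fluorescence ratio / Control set: DMSO and RFP-L50D-GFP cell wells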
# * marks the source's active call; other numbers are inactive results; i = inactive; x = not tested or not shown. An unsorted share of the library; 3.9% or so of the library scored in one or more.
compound,FAS TE block,Neddyl block,PABP1 MLLE inh,CSN inh,Rin1-Abl PPI inh,SKN-1 inh,NadD inh,Rpn11 inh,MT1-MMP act inh
CC(C)Sc1nc2c(cnn2-c2ccc(Cl)cc2)c(=O)[nH]1,0.4,i,-7.1,3.9,1.1,8.3,-1.8,i,3.2
CC1(C)CC2CC(C)(CN2S(=O)(=O)c2cccc(C(=O)O)c2)C1 (centres undefined),-2.4,i,-0.1,0.0,-1.4,-5.2,-13.0,i,-0.1
COc1ccc(NC(=O)CSc2nc3nc(C)cc(C)c3c(=O)[nH]2)cc1,-0.6,i,-0.6,0.0,2.8,6.2,5.2,i,1.2
OCCNc1nc2ccccc2nc1NCCO,-5.0,x,-3.2,-5.5,-0.4,2.9,-4.1,i,1.2
c1csc(CNc2ncnc3ccc(-c4ccc5c(c4)OCO5)cc23)c1,8.5,x,1.1,-1.8,0.8,-3.8,7.6,i,2.4
CCc1ccc(N2CC(C(=O)OCC(=O)N(CC)c3c(N)n(Cc4ccccc4)c(=O)[nH]c3=O)CC2=O)cc1 (centres undefined),-4.2,i,-45.0,-0.8,3.2,6.9,-1.8,i,-1.2
CCc1ccc(NC(=O)CSc2nc(=O)n(CCCN3CCOCC3)c3c2CCCC3)cc1,-0.7,i,8.9,1.8,4.1,0.5,-3.6,i,2.1
COc1ccc(/C=N/NC(=O)Nc2ccc3nsnc3c2)c(OC)c1,2.1,i,2.6,-2.7,3.7,2.2,0.2,i,1.4
CN1CCN(c2nc3c(c(=O)n(C)c(=O)n3C)n2Cc2ccccc2)CC1,2.1,i,-0.2,2.4,1.3,10.1,0.0,i,x
Clc1ccc(-n2nnnc2-c2ccccc2)cc1Cl,14.8,i,7.4,-0.2,1.2,-0.8,-8.4,i,3.6
CC(C)/C(=N\NS(=O)(=O)c1ccc(Br)cc1)c1cccs1,6.1,i,-9.3,-3.8,5.1,5.3,3.4,i,1.4
Nn1c(SCC(=O)NCCCc2ccccc2)nnc1-c1cccnc1,-4.6,i,-65.8,1.6,0.7,6.8,0.5,i,0.1
CCCCCCN1CCN(C2CN(Cc3cn(Cc4cccc(C(F)(F)F)c4)nn3)S(=O)(=O)C2)CC1 (centres undefined),1.8,i,x,-3.9,x,19.5,-3.5,x,-0.2
Cc1cc(C)c(NC(=S)N(CCCN2CCN(C)CC2)Cc2cccs2)c(C)c1,-2.3,i,5.2,-3.0,2.9,3.5,-7.7,i,-1.7
C/C(=N\OCC(=O)NC(C)C)c1cccs1,-0.5,i,8.8,-2.8,2.1,2.0,0.4,i,x
COc1cccc(OCCNC(=O)c2ccccc2Sc2ccccc2C#N)c1,8.0,i,10.2,1.7,0.2,12.4,-1.8,i,-10.1
CC(=O)Nc1cc(-c2ccc(N3CCN(C)CC3)cc2)cn2c(-c3ccc(S(C)(=O)=O)cc3)cnc12,-5.1,i,-30.6,-0.1,-6.4,6.4,-1.6,i,-0.5
O=S(=O)(NCc1ccccn1)c1cc(OCC(F)(F)F)ccc1OCC(F)(F)F,-1.8,i,-4.6,1.2,1.2,-14.2,-6.0,i,3.0
Cc1cc(Cl)c(OCCCN(C)C)c(Br)c1,-8.9,i,4.0,-16.3,-0.2,1.5,-6.8,i,-8.3
COc1ccc(Cc2nnc(NC(=O)c3cccc(F)c3)s2)cc1OC,-3.1,i,-6.7,-1.0,1.1,-10.5,-10.6,i,2.7
Cc1ccc(F)cc1NC(=O)CSc1n[nH]c(N)n1,-9.5,i,-14.3,-1.1,-1.4,2.9,0.8,i,-2.3
O=C(N/N=C/C=C\c1ccco1)c1cccs1,-1.4,i,-0.6,19.0,1.7,13.3,-1.2,i,-6.3
CSc1cccc(CNC(=O)C2CCC(=O)N(CC3CCCCC3)C2)c1 (centres undefined),1.2,i,0.0,-5.8,1.3,0.6,-8.4,i,0.7
CCOC(=O)c1c(NC(=O)c2ccn(CC)n2)sc2c1CCC2,17.2,i,-31.6,12.7,-2.3,18.6,-2.5,i,-0.7
CC(C)(C)NC(=O)C1N(c2cccnc2)C(=O)C2C(C(=O)Nc3ccccc3F)C3(C)C=CC21O3 (centres undefined),-6.9,i,11.4,-3.3,3.3,6.8,-0.3,i,3.7
COc1ccccc1CNS(=O)(=O)c1ccc(-n2cnnn2)c(C)c1,-3.0,i,2.5,2.2,0.8,2.8,-2.5,i,4.3
O=C1C2CC=CCC2C(=O)N1c1ccc(NCCc2cccc(F)c2)c([N+](=O)[O-])c1 (centres undefined),-84.5,i,4.2,-3.5,0.3,7.2,-9.9,i,9.6
O=C1c2ccccc2C(=O)c2c1cccc2N1CCN(C/C=C/c2ccccc2)CC1,12.2,i,-1.1,3.5,-5.0,11.2,-6.8,i,-6.8
CC1=C(C(=O)N(C)C)CC(CC(=O)NCc2cccc3ccccc23)C(=O)N1Cc1ccc(F)cc1 (centres undefined),38.7,i,-0.5,-6.0,3.5,-3.9,-8.4,i,-1.4
O=C(COc1ccc([N+](=O)[O-])cc1Cl)NCCN1C(=O)CSC1=O,1.5,i,5.9,0.3,2.4,7.5,-5.3,i,-4.2
O=[N+]([O-])c1ccc(NCCN2CCOCC2)c([N+](=O)[O-])c1,-5.9,i,-4.5,3.6,-0.7,20.8,-2.0,i,10.2
O=C(NCc1ccccc1)c1ccc(Br)cc1,1.0,i,2.4,-22.5,1.8,11.7,-2.4,i,1.8
CCN1C(=O)[C@H]2[C@@H](c3ccc(-c4ccc(Cl)c(Cl)c4)c(OC)c3)N3CCCC[C@@]3(C(=O)OC)[C@H]2C1=O,34.1,i,-2.4,4.2,-0.7,25.7,4.4,i,-5.2
CCN(C(=O)/C=C/c1ccccc1)C1CCCCC1,2.5,i,-6.8,-3.2,2.1,2.9,-4.0,i,-0.9
COc1cccc(CNc2cccc3cccnc23)c1O,9.2,i,4.7,8.2,4.2,9.1,8.9,i,-3.6
Cc1ccc2nsnc2c1S(=O)(=O)N1CCOCC1,-5.5,i,4.4,-4.1,-5.5,-1.5,-5.2,i,2.0
N/C(=N\OC(=O)Cc1ccc(Cl)cc1)c1ccncc1,1.7,i,-10.5,-5.5,0.3,3.5,-4.0,i,-0.9
CCC(C)NCCCOc1cc(Cl)ccc1Cl (centres undefined),1.3,i,2.9,2.4,-3.2,2.0,-9.6,i,2.0
CCNC(=S)Nc1ccc2ncoc2c1,1.5,i,12.7,1.2,3.7,-24.1,0.2,i,3.5
COc1ccccc1CNC(=O)C(=O)c1cn(CC(=O)N2CCOCC2)c2ccccc12,-1.2,i,6.7,6.9,-1.2,-12.8,-2.1,i,-0.5
Cn1c(NCc2c(O)ccc3ccccc23)nc2ccccc21,23.2,i,-0.9,-2.1,-0.4,21.1,13.6,i,-5.1
COc1ccc(C)cc1S(=O)(=O)n1ccnc1C,-3.1,i,-20.6,4.8,1.3,2.0,-1.3,i,3.2
COc1ccc(C)cc1NC(=O)C1CCN(C(=O)Cc2ccccc2)CC1,-3.2,i,5.6,-4.0,-2.9,-2.9,-1.2,i,10.5
COc1cc(N2CCCC2)c(OC)cc1/C=C1/NC(=S)NC1=O,-15.8,i,i,113.8,-4.7,9.3,19.6,x,-123.0
Cc1ccc(C(=O)OCC(=O)Nc2ccc(N3CCOCC3)cc2)cc1,-0.2,i,7.5,-5.6,-1.7,8.2,-3.1,i,-1.5
COc1ccccc1-n1c(CNC(=O)c2cccc([N+](=O)[O-])c2C)n[nH]c1=S,-1.2,i,-8.1,4.9,0.8,-3.9,8.2,i,1.0
O=C(Cc1c(F)cccc1Cl)c1ccc(O)cc1O,-6.4,i,17.1,-7.9,1.4,6.5,-1.2,i,-7.0
CC(=O)c1cccc(NC(=O)c2c(-c3c(F)cccc3Cl)noc2C)c1,-4.6,i,-2.3,-0.8,1.5,2.5,-0.9,i,-0.9
COc1ccc2cc(C(=O)C3CCCN(Cc4ccccn4)C3)ccc2c1 (centres undefined),3.0,x,0.0,-3.1,0.9,7.2,-5.0,i,-5.2
CCOc1cccc(/C=N/N2CCN(c3ccc(Cl)cc3)CC2)c1O,26.1,i,9.4,-2.7,-1.1,10.5,0.1,i,2.1

# Remaining list, next part:
compound,FAS TE block,Neddyl block,PABP1 MLLE inh,CSN inh,Rin1-Abl PPI inh,SKN-1 inh,NadD inh,Rpn11 inh,MT1-MMP act inh
CCCOc1ccccc1C1NC(=O)NC(C)=C1C(=O)OCCOCC (centres undefined),-5.9,i,6.3,2.0,0.5,12.6,-7.5,i,6.3
O=C(COc1ccc(C(=S)N2CCC(Cc3ccccc3)CC2)cc1)N1CCOCC1,3.1,i,34.9,-1.1,-1.2,-2.8,1.0,i,-0.7
Cc1cc(C(=S)N2CCOCC2)c(C)n1-c1ccc(Cl)cc1,0.3,i,14.7,-12.1,0.3,9.3,12.3,i,-1.6
COc1cc(CNc2nnnn2C)ccc1OCc1ccc(F)cc1Cl,5.6,i,11.5,1.7,-1.7,7.6,4.7,i,0.7
COc1cc([N+](=O)[O-])cc2cc(C(=O)N3CCCC3)c(=O)oc12,2.0,i,-14.3,4.7,-1.1,2.5,-1.0,i,9.5
CCOC(=O)c1c(N)sc2c(OCC)c(Br)ccc12,35.4,i,3.1,13.0,-0.1,-1.9,-6.3,i,-0.6
CC(=O)N1CCN(C(=O)c2ccc(-n3c(C)ccc3C)cc2)CC1,-11.9,i,15.1,-5.9,3.9,3.6,1.8,i,1.7
O=C(O)CC(NC(=O)C(c1ccccc1)c1ccccc1)c1ccco1 (centres undefined),0.9,i,-4.3,3.9,-1.5,-13.4,-2.2,i,1.9
CC(=O)N/C(=N/c1nc(C)cc(C)n1)Nc1ccc(C)cc1C,-0.5,i,10.5,-2.5,-1.3,-1.2,-0.5,i,1.1
NC(=O)CN1C(=O)NC2(CCCc3sccc32)C1=O (centres undefined),-0.7,i,-1.0,-4.6,1.2,-25.5,-5.0,i,1.8

# Part of the list above, showing only CSN inh, Rin1-Abl PPI inh and PABP1 MLLE inh:
structure,CSN inh,Rin1-Abl PPI inh,PABP1 MLLE inh
COc1ccc2cc(C(=O)C3CCCN(Cc4ccccn4)C3)ccc2c1 (centres undefined),-3.1,0.9,0.0
CCOc1cccc(/C=N/N2CCN(c3ccc(Cl)cc3)CC2)c1O,-2.7,-1.1,9.4

# From PubChem
